Screening results deposited in PubChem BioAssay by several laboratories.
Tat export inh: inhibitors of E. coli Tat protein transport. 340,000 compounds, 0.036% hits. AID 488895. inhibition, % at 10 µM. E. coli MC4100 TorA-mCherry Tat export, fluorescence;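 active = mean replicate inhibition at least 50% and at least half of replicates individually reaching 50%; inconclusive = only one of the two criteria met; inactive = neither criterion met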;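 note: exported cargo escapes ClpAP degradation while cytoplasmic cargo is degraded and loses fluorescence; 0% = median of neutral control wells and 100% = median of NaSCN control wells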
RTF Ca sens act: cardiac RTF calcium sensitization; IANBD-labeled TnC RTF fluorescence at EC20 calcium; 0% EC20 calcium, 100% full calcium; activation, % at 7.2 µM; 340,000 compounds, 0.24% hits;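 active = activation above the mean over all tested compounds plus 3 SD, cut at about 30% in these data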;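 note: rise in fluorescence read as greater calcium sensitivity of cardiac thin filaments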
CAL PDZ FP-1: human CAL PDZ-peptide interaction inhibition; inhibition, % at 20 µM; Q9HD26; 330,000 compounds, 0.02% hits; AID 504414; purified CAL PDZ, TMR-peptide fluorescence polarization, 1 h;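 active = highest replicate inhibition of at least 40%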;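 note: plate controls were DMSO neutral control wells for no effect and unlabeled competitor peptide control wells for full effect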
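Material: tagged CAL PDZ protein CerCALP, purified; buffer or medium: sodium phosphate/NaCl buffer pH 7.4 with TCEP, IgG, Thesit; also added: fluorescent TMR peptide probe; schedule: 1 h incubation at room temperature before polarization reading; technique: fluorescence polarization from S- and P-plane intensities, G-factor corrected; control set: unlabelled peptide and DMSO controls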
Rtt109 Vps75: blocks Candida albicans Rtt109/Vps75 acetyltransferase activity | Q5AAJ8 | inhibition, % at 34.9 µM | purified Rtt109/Vps75, ThioGlo CoA-SH fluorescence, 4 h | 330,000 compounds, 0.16% hits | AID 540336;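 active = inhibition of at least 50% in every replicate; inconclusive = best replicate reaches 50% inhibition but some replicates fall short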
Target sequence (Q5AAJ8 whole entry, looked up): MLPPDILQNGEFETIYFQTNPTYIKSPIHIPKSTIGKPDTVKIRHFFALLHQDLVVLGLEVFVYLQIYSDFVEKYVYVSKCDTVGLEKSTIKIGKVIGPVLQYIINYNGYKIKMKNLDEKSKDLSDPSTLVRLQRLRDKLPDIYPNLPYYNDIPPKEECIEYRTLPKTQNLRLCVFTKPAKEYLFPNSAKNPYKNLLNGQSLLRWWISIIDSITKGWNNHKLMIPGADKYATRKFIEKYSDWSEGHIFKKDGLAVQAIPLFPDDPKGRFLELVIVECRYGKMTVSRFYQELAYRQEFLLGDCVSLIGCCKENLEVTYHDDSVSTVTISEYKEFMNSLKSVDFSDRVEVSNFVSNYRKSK
MITF TRPM1 HTS: activators of MITF-driven TRPM1 promoter activity in SK-MEL-5 cells; SK-MEL-5 TRPM1-promoter luciferase, 24 h; % of positive control, neutral wells = 0; activation, % at 12.5 µM; 300,000 compounds, 0.75% hits;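 active = mean activation of at least 80% with every replicate also reaching 80%; inconclusive = mean reaches 80% but some replicate falls short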;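 note: 0% = neutral control wells and 100% = parthenolide positive control wells; values of inactives mirror those of a sister screen read the other way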
Wnt act: activators of Wnt/beta-catenin signaling; AID 743398; 300,000 compounds, 1.2% hits; activation, % at 9.35 µM; Wnt/beta-catenin reporter cell assay, activator, plate reader; in the data active = activation above about 30%, passing the limit was not always enough; inconclusive = no clear call, values can overlap the other calls;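 note: 0% = neutral control wells and 100% = positive control wells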
CDK5 inh: inhibitors of human CDK5/p35 kinase | Q00535+Q15078 | Recombinant CDK5/p35, ADP-Glo luminescence, 60 min | inhibition, % at 10 µM | 330,000 compounds, 0.01% hits;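 active = highest replicate inhibition of at least 50% and at least 75% of replicates reaching 50%; inconclusive = only one of the two criteria met; inactive = both criteria failed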;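 note: plate controls were DMSO neutral control for no effect and GW8510 at 10 µM for full effect; many of its hits are not listed in these tables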
Target sequence (Q00535 whole entry, looked up): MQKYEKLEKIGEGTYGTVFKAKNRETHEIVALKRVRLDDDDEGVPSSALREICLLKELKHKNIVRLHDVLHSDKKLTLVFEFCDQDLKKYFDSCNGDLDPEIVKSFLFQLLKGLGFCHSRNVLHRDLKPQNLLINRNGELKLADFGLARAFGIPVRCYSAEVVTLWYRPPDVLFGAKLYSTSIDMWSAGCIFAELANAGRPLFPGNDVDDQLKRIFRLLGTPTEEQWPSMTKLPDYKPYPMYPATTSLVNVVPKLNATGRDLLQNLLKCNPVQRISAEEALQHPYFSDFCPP
Target sequence (Q15078 whole entry, looked up): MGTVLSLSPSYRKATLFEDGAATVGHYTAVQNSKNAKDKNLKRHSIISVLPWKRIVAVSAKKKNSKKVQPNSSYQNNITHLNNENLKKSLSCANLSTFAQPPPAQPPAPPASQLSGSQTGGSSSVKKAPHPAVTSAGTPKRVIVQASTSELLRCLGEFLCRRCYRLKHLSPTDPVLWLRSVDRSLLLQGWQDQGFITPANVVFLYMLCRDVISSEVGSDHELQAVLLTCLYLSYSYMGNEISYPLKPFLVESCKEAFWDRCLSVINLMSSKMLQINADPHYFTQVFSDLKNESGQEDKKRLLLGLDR
CAL PDZ FP-2: blocks peptide binding to the human CAL PDZ domain; inhibition, % at 24.9 µM; Q9HD26; AID 602252; 300,000 compounds, 0.92% hits; purified CAL PDZ, TMR-peptide fluorescence polarization, 1 h;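 active = mean inhibition of at least 30% with at least half of replicates also reaching 30%; inconclusive = no clear call, values can overlap the other calls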;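 note: 0% = DMSO neutral control and 100% = excess unlabeled competitor peptide PRC23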
V-ATPase pHluor: yeast V-ATPase proton transport regulation by pHLuorin; S. cerevisiae, pHLuorin cytosolic pH fluorescence; response, % at 10 µM; 350,000 compounds, 0.37% hits; in the data active = response mostly above about 7.3%, no sharp cut-off; inactive = mostly below about 5.4%; note: actives read high; inactives centre near 0; some compounds called inactive have numbers as strong as hits
dFosB act: mouse delta FosB homodimer activation. activation, % at 25 µM. AID 493131. 340,000 compounds, 0.99% hits. purified delta FosB, TAMRA-CDK5 oligo fluorescence polarization; percent of positive-control signal above neutral wells;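 active = mean activation above about 17%, with every replicate also reaching it, limit read from the data, passing the limit was not always enough; inconclusive = only one of the two conditions met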;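 note: fluorescence polarization rise as delta FosB binds a TAMRA Cdk5 AP-1 oligo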
Numbers without * were called inactive; ? = inconclusive; . = not tested or not shown. The order is random (roughly 4.1% active in at least one column).

smiles,Tat export inh,RTF Ca sens act,CAL PDZ FP-1,Rtt109 Vps75,MITF TRPM1 HTS,Wnt act,CDK5 inh,CAL PDZ FP-2,V-ATPase pHluor,dFosB act
CCOC(=O)c1oc2cc(O)ccc2c(=O)c1-c1ccccc1OC,4,6,-0.9,-1,-2,.,0.7,-4,-3,-2
Cn1ncc([N+](=O)[O-])c1C(=O)N/N=C/c1c[nH]c2ccccc12,-8,5,-1.8,-3,-20,2,0.2,-2,1,-5
CCCCc1ccc(NC(=O)CSC2=C(C#N)C(c3ccco3)C3=C(CCCC3=O)N2)cc1 (configuration not stated),6,-3,-1.5,-1,-8,.,0.3,-5,1,-10
CCC(=O)Nc1ccc(OCC2CCCO2)cc1 (configuration not stated),6,-8,0.2,-9,.,0,2.1,-5,1,5
COc1ccc(Cl)cc1C(=O)NCc1ccc2c(c1)OCO2,-9,-3,0.8,4,.,1,0.4,0,0,-7
O=C(NCc1ccccc1Cl)c1csc2c1CCCCC2,-3,-1,-1.0,-9,20,.,0.4,8,2,7
COCCNC(=O)CSc1nnc(CCCN2C(=O)c3cccc4cccc(c34)C2=O)n1-c1ccccc1,2,-3,-0.5,-8,7,-1,.,-5,3,-4
Cc1ccccc1NC(=O)C(c1ccccc1)C1CCCC1 (configuration not stated),3,2,3.6,-5,-1,-9,-8.0,-1,-1,0
COc1cccc(NC(=O)CSc2nnc(Cc3cccn3C)n2-c2ccc(F)cc2)c1,2,3,-2.4,3,-5,-5,-1.8,4,-4,-3
CC(=O)Nc1ccc(NC(=O)C(C)OC(=O)c2cccc(S(=O)(=O)N3CCCC3)c2)cc1 (configuration not stated),1,-1,-1.8,1,1,0,0.3,4,1,-3
O=C(c1ccc(S(=O)(=O)N2CCCC2)cc1)N(c1ccc(F)cc1)C1C=CS(=O)(=O)C1 (configuration not stated),-6,1,-1.9,-5,-4,-3,0.6,-4,-1,-1
CCn1c2ccccc2c2nnc(SCC(=O)N(C)C3CCS(=O)(=O)C3)nc21 (configuration not stated),-1,-1,-2.5,0,-14,.,-1.1,-2,-1,0
CSc1cccc(NC(=S)N(CCN(C)C)C(C)c2ccccn2)c1 (configuration not stated),-2,2,0.1,6,-4,2,0.9,-3,7,-5
COc1ccc(C(=O)OCc2c(-c3cccc(OC)c3)ncc3ccccc23)cc1,3,-6,-0.9,-2,0,0,0.8,-1,-1,2
CCOC(=O)c1cnc2nc(NCc3ccc(OCc4ccccc4)cc3)[nH]n2c1=O,2,0,-1.2,8,-13,.,-0.9,.,1,-2
COc1cc(CSc2nnnn2-c2ccc(C)cc2)cc(OC)c1OC,7,3,-2.6,14,-22,-11,-1.2,-2,0,-11
COC(=O)[C@]1(Cc2ccccc2)N[C@H](CN(C)C(=O)Nc2ccc(F)cc2)[C@@H]2C(=O)N(Cc3ccccc3)C(=O)[C@@H]21,1,-9,-0.7,-1,-5,0,0.6,1,6,2
Cc1cc(C)c(S(=O)(=O)c2cc(F)ccc2C)c(=O)[nH]1,-1,-5,0.4,2,1,2,-1.7,-2,0,5
COc1ccc(N(CC(O)Cn2c(C)nc3ccccc32)S(=O)(=O)c2ccccc2)cc1 (configuration not stated),-3,8,-4.7,7,-2,-3,-0.8,2,-4,-5
CCc1ccccc1NC(=O)c1ccc(CN2CCC(Cc3ccccc3)CC2)cc1,0,4,-2.5,-8,3,.,-1.4,-7,-1,5
COc1ccc(NC(=O)C2CC(=O)NC(Nc3cccc(C)c3)=N2)cc1 (configuration not stated),-8,-1,-3.1,-2,3,-1,-1.6,4,0,-14
CC(=O)c1ccc(NC(=S)N2c3ccccc3CC2C)cc1 (configuration not stated),-1,6,1.6,-8,-7,3,-0.2,-1,-2,-4
O=C(c1ccc2c(c1)OCO2)C1CCCN(Cc2ccc(OC(F)F)cc2)C1 (configuration not stated),3,-6,-1.5,3,2,1,0.7,-4,-3,-3
c1ccc(-c2csc3ncnc(NCCN4CCOCC4)c23)cc1,-2,-5,-0.3,1,-11,-4,1.8,-2,-1,-7
CC1=CC(C)(C)N2C(=O)C3(C(C#N)=C(N)Oc4cc(C)oc(=O)c43)c3cc(C)cc1c32 (configuration not stated),-2,-1,-2.2,.,.,.,-0.6,-2,-2,-6
CCOC(=O)C1=C(O)C(=O)N(c2ccccc2)C1c1cccc([N+](=O)[O-])c1 (configuration not stated),1,8,-0.1,-5,.,0,-0.6,.,1,-4
Cc1cc(C)n2cc(CSc3ccc(Br)cc3)nc2n1,10,3,-2.8,8,12,-1,-0.7,-4,0,-14
COc1ccc(/C=C/C(=O)NCCOc2ccc(C)cc2)cc1,-7,3,-0.2,3,4,1,-1.4,-4,-1,1
O=C(Nc1ccc(S(=O)(=O)NCc2ccco2)cc1)c1ccc(F)cc1,?,1,0.3,9,-6,-2,-0.3,-1,4,-3
Cc1onc(-c2ccccc2)c1-c1nnc(COC(=O)c2ccc(O)cc2)o1,0,-7,-1.5,5,-26,-6,1.6,.,-1,-8
CCn1cc(C(=O)O)c(=O)c2cc(F)c(N3CCN(C(=S)NC(=O)c4cccc(C)c4)CC3)cc21,28,-1,-3.1,-1,-4,3,-0.9,-3,3,-3
COc1ccc(N2CCN(Cc3oc(CO)cc(=O)c3O)CC2)cc1,-5,-8,-1.2,-5,-8,.,-0.7,-2,-4,2
Cc1cc(Oc2ccc(-c3ccccc3)cc2)nc(N2CCOCC2)n1,9,-3,-2.2,4,6,-1,1.5,1,1,2
CCOC(=O)Nc1cc2c(cc1C(C)=O)OCO2,-6,-4,-2.4,-13,-4,.,-0.6,-2,3,3
COc1cnc(-c2ccccn2)nc1Oc1cccc(Cl)c1,-1,-1,-1.4,-14,-1,.,-1.6,-3,1,-14
CCOC(=O)Cn1nc(C)n(-c2ccc(F)cc2)c1=O,-3,12,-1.4,4,13,0,1.3,4,5,-14
COC(=O)NNC(=S)Nc1ccc(Br)cc1,1,7,-1.8,-7,9,1,1.8,.,-2,-3
COCCCNc1nc2ccccc2nc1NS(=O)(=O)c1ccc(Cl)cc1,26,-4,-1.2,8,-10,-1,0.9,2,-5,7
NC(=O)Cn1c(=O)oc2ccccc21,-3,3,-0.8,1,-6,-1,0.9,-1,3,-5
COc1c2c(cc3ccc(=O)oc13)CCO2,0,0,-0.3,-19,.,-1,1.8,-2,-2,0
CCN(Cc1nc2cc(Cl)ccc2c(=O)[nH]1)C(=O)c1nn(C)c(=O)c2ccccc12,2,1,-2.3,1,12,-7,-0.8,0,1,-16
CC(C)(C)NC(=O)CCCCCCCC(=O)NC(C)(C)C,-1,4,-1.6,-3,11,0,0.5,-1,1,-6
O=C(NCc1ccccc1Cl)C1CCC(=O)N1Cc1ccc(F)cc1 (configuration not stated),7,0,-0.1,.,13,-2,-0.9,2,0,6
O=C(NNc1cccc(Cl)n1)Nc1ccccc1F,6,3,-1.2,2,3,4,-1.1,4,3,4
CCOc1ccc(NS(=O)(=O)c2ccc(C(=O)N3CCCC(C)C3)cc2)cc1 (configuration not stated),-12,2,-0.5,7,-9,-3,-0.2,7,-2,-9
CCC1CCCCN1CCCNC(=O)c1cc2c(=O)[nH]c3ccccc3c2n1C (configuration not stated),3,-3,-1.1,10,5,2,0.6,5,0,-12
CCSc1nc2c(c(=O)[nH]1)C(c1cccnc1)C(C(=O)OC)=C(C)N2 (configuration not stated),-2,5,-1.3,5,.,-1,-0.3,-5,1,-5
FC(F)(F)c1ccc(Oc2ccccc2Cl)nc1,4,0,-2.6,-5,-5,-4,-0.2,-2,2,-3
CN1C(=O)C(O)(C2COC(C)(C)CC2=O)c2cc(Br)ccc21 (configuration not stated),-4,4,-0.1,-16,-18,.,-0.5,0,3,5
COc1ccc(OC)c(N2C(=O)[C@@H]3C(c4ccccc4Cl)=NO[C@@H]3C2=O)c1,-3,-8,0.6,-5,.,-2,-1.7,-2,-5,-16
CCCOC(=O)Nc1ccccc1C(N)=O,-15,3,.,3,1,.,0.0,-1,-3,3
Cc1ccc(N=Cc2c(O)cc(C)oc2=O)c(C)c1,-8,5,-0.4,-3,-9,-1,3.0,-1,-2,-11
Cc1ccc(CNC(=O)CCS(=O)(=O)c2ccc(Br)s2)o1,-4,1,-0.3,-9,7,.,0.8,.,-3,2
Cc1ccc(C2C(C#N)=C(N)Oc3c2oc(CO)cc3=O)o1 (configuration not stated),1,7,-0.8,-6,.,-5,-1.2,-2,2,-1
O=C(c1ccc2c(=O)n3c(nc2c1)CCC3)N1CCN(S(=O)(=O)c2cccc(F)c2)CC1,1,0,0.1,1,1,-1,0.9,-3,2,-6
CCCC1OC23CCCCC2C(C#N)(C(=N)O3)C1(C#N)C#N (configuration not stated),4,14,-1.7,-52,.,.,-1.0,-2,-4,-24
O=C(OCc1nnc(-c2ccccc2)o1)c1ccc2c(c1)OCO2,5,3,-2.8,4,11,.,-0.7,-2,-6,-10
CC(=O)Nc1ncc(Cc2cccc(Cl)c2Cl)s1,-5,-5,-0.9,-2,17,-4,-0.4,-3,0,5
Fc1cccc(CSc2ccc3nnc(-c4cccnc4)n3n2)c1,0,4,-1.6,0,9,0,-0.5,1,1,-20
Cc1cccc(-n2c(O)cnc2Nc2nc(C)cc(C)n2)c1,-9,.,0.1,14,-1,-1,-0.9,6,-3,-6

(more compounds)
smiles,Tat export inh,RTF Ca sens act,CAL PDZ FP-1,Rtt109 Vps75,MITF TRPM1 HTS,Wnt act,CDK5 inh,CAL PDZ FP-2,V-ATPase pHluor,dFosB act
O=C(Nc1ccccc1O)c1c(O)c2c([nH]c1=O)CCCC2,-8,-7,-0.9,6,27,-2,-1.2,3,-1,-5
CC(=O)Nc1ccc(NC(=O)CCSCCc2ccccn2)cc1,-1,-3,-2.5,.,6,0,0.5,-1,-3,-1
CSCCC(NC(=O)c1ccccc1)C(=O)NCc1ccco1 (configuration not stated),0,6,-1.6,14,-9,-6,-2.8,1,0,0
CC(=O)Nc1cccc(NC(=O)CSc2ncc(C(=O)Nc3ccc(F)cc3)c(=O)n2C)c1,3,-4,-2.0,2,-48,-1,1.0,-1,-1,6
CCc1cc(-c2n[nH]c(=S)n2-c2cccc(C)c2)cs1,5,-2,-2.3,9,11,3,4.1,-4,0,-3
c1ccc(N2CCN(c3ccccc3)C2c2cccs2)cc1,-3,12,0.9,-3,70,14,-1.7,-3,2,-2
FC(F)Sc1nnc(-c2cccs2)n1-c1ccccc1,1,2,-2.2,-3,3,.,-0.1,.,1,-4
